High-throughput results: PubChem BioAssay, The Scripps Research Institute Molecular Screening Center
MITF inh: blocks human microphthalmia-associated transcription factor; AlphaScreen MITF homodimerization, bead proximity signal; inhibition, % at 2.6 µM; hit rate 0.91% among 650,000; AID 1259374; in the data active = inhibition above about 50%;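 also: 0% = vehicle wells with protein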
TEAD-YAP inh: TEAD-YAP interaction inhibition | HEK-TIYL cells, TEAD-Gal4/YAP UAS-luciferase luminescence | inhibition, % at 9.12 µM | hit rate 1.4% among 640,000 | AID 1259422; in the data active = inhibition above about 32%;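 also: 0% = median of test compound wells and 100% = reference inhibitor wells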
FBW7 act: activators of human E3 ligase FBW7; AlphaScreen FBW7–phospho-cyclin E peptide binding, activator screen; normalized activity (activation), % at 26.1 µM; hit rate 0.13% among 650,000; in the data active = normalized activity above about 1.9%;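 also: purified mutant Fbw7 with reduced substrate affinity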
Target sequence (Q969H0 whole entry, looked up): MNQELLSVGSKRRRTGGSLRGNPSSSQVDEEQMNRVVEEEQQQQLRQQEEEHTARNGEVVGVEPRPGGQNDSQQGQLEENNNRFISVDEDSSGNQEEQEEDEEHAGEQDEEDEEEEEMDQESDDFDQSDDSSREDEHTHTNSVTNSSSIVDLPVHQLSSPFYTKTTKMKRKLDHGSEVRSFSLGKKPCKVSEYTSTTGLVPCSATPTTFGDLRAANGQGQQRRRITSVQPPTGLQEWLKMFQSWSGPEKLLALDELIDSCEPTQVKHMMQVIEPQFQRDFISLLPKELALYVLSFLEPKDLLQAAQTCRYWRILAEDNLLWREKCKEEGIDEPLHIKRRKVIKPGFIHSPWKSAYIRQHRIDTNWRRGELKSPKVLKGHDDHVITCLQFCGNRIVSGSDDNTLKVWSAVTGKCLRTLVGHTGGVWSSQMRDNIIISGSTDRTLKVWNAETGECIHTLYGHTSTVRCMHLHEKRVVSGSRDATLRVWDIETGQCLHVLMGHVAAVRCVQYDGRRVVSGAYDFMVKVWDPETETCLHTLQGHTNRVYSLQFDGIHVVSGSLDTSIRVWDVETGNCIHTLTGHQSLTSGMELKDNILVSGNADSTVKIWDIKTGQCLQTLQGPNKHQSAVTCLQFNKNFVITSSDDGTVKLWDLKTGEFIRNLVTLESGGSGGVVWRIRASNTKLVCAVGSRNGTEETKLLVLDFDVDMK
GPR151 activ: activates the human receptor GPR151. PathHunter beta-arrestin GPR151 cells, luminescence. hit rate 1% among 650,000. Q8TDV0. activation, % at 11.2 µM; in the data active = activation above about 4.9%;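 also: 0% = median of compound wells and 100% = cells with positive control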
Target sequence (Q8TDV0 whole entry, looked up): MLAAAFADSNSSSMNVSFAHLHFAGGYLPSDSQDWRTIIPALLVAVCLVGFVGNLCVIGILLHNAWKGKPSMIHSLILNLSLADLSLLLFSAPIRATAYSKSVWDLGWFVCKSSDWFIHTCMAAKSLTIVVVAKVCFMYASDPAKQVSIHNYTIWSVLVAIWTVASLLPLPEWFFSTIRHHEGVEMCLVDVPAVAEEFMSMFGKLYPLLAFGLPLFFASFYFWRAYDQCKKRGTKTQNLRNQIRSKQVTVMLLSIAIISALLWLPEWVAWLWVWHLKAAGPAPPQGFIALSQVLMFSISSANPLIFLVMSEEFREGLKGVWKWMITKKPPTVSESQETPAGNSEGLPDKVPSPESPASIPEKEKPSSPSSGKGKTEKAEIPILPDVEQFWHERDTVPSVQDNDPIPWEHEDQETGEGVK
* hit, by the source's call; · = no result given. This is a random part of the collection, and some 3.5% of all compounds hit somewhere here.

SMILES	MITF inh	TEAD-YAP inh	FBW7 act	GPR151 activ
Cc1ccsc1-c1nc(CSCC(=O)N2CCN(c3ccccn3)CC2)c(C)o1	5	-1	-0.3	0.4
CCCNC(=O)Cn1cnc2sc(C(=O)NCC(=O)OC)c(C)c2c1=O	11	-6	0.7	0.0
Cc1cc(/C=N/NC(N)=S)c(C)n1-c1ccc(F)cc1	4	-1	-0.3	0.7
CC(=O)N1CCOc2cc(S(=O)(=O)N3CCC(C)CC3)ccc21	23	8	0.3	-1.1
N#Cc1ccc(C(=O)Nc2sccc2C(N)=O)cc1	4	-1	0.1	-4.4
COc1ccc(/C=C2/SC(NC(C)=O)=NC2=O)c(OC)c1	0	-12	-0.1	2.0
COc1nc2c(c(=O)n(C)c(=O)n2C)n1Cc1ccccc1C	27	21	0.5	2.8
CC(C)c1ccc(NC(=O)c2ccc([N+](=O)[O-])cc2Cl)cc1	6	-17	-0.1	1.9
CCN(CC)CCNc1nc2c(c(=O)n(C)c(=O)n2C)n1Cc1ccc(C)cc1	6	0	0.2	-0.7
COc1ccc(OCCOc2ccc(/C=C3/C(=N)N4N=C(C(C)C)SC4=NC3=O)cc2)cc1	8	3	-0.2	-0.2
CN(C)c1ccc(/C=N/N2CCN(c3ccccn3)CC2)cc1	12	-28	0.0	-2.5
CCNS(=O)(=O)c1ccc(CCC(=O)NCc2ccccc2)cc1	2	10	0.2	1.3
CCc1ccc(OCCOCCNCCCOC)cc1	32	0	0.0	1.7
CCCCC1CN(CCC(=O)NC(CC)COC)Cc2ccccc2O1 (centres undefined)	0	3	-0.2	-0.6
CCNc1nc(Nc2cc(OC)c(OC)c(OC)c2)c2cc(OC)c(OC)cc2n1	6	26	-0.2	0.4
CCOC(=O)c1ccc(NC(=O)CCCc2ccccc2)cc1	8	-6	0.5	-0.6
CCCN(CCC)S(=O)(=O)c1ccc(C(=O)OC)cc1	3	1	0.0	0.2
O=c1/c(=C/c2ccco2)sc2nnc(-c3ccccc3)n12	6	-8	0.0	-0.7
COc1ccccc1NC(=O)c1ccc(SCC(=O)NCCCN2CCOCC2)c([N+](=O)[O-])c1	4	9	-0.1	3.6
O=C(COc1ccc2ccccc2c1)OCc1cc(-c2ccco2)on1	6	4	0.4	1.6
COC(=O)C1=C(C)N(Cc2ccc(OC)cc2)C(=O)/C1=C\c1ccco1	7	-7	-0.1	-0.6
COc1ccc(OC)c(Nc2nc(-c3ccccn3)cs2)c1	-1	26	-1.1	-0.6
Cc1ccc(C)c(NC(=O)Cn2cnc3c(cnn3-c3cccc(Cl)c3)c2=O)c1	10	14	0.5	0.0
COc1ccccc1C(=O)OCCN1C(=O)C2C3c4ccccc4C(c4ccccc43)C2C1=O (centres undefined)	4	0	0.0	0.3
Cc1ccc2c(C)nc(N3CCCC(NCCOC(C)C)CC3)nc2c1 (centres undefined)	11	10	0.1	0.0

An excerpt of these results, bar-delimited:
Molecule | MITF inh | TEAD-YAP inh | FBW7 act | GPR151 activ
COc1ccccc1NC(=O)c1ccc(SCC(=O)NCCCN2CCOCC2)c([N+](=O)[O-])c1 | 4 | 9 | -0.1 | 3.6
O=C(COc1ccc2ccccc2c1)OCc1cc(-c2ccco2)on1 | 6 | 4 | 0.4 | 1.6

(more compounds)
SMILES	MITF inh	TEAD-YAP inh	FBW7 act	GPR151 activ
CC(C)(Oc1ccc(Cl)cc1)C(=O)Nc1nc2ccccc2[nH]1	-11	7	0.1	0.0
COc1ccc(/C=N/NC(=O)COc2ccc(Cl)cc2Cl)cc1O	2	4	-0.1	9.4*
Cn1nnnc1SCc1ccc(F)c2ccccc12	13	-23	0.9	-0.6
COc1ccc(C2CC(=O)NC3=C2C(=O)CCC3)cc1 (centres undefined)	8	2	0.2	2.7
C/C(=N\Nc1nc2ccccc2[nH]1)c1ccccc1O	52*	-16	-0.9	-0.3
Cc1cccc(NC(=O)CCS(=O)(=O)c2ccc3c(c2)SC(C)C(=O)N3)c1C (centres undefined)	5	4	0.1	-1.1
CC(C)n1cnc2c(NC3CCN(Cc4ccccc4)CC3)nc(Nc3ccc(N4CCOCC4)cc3)nc21	20	56*	-0.3	2.7
CC(C)COc1ccc(-c2nn(-c3ccccc3)cc2CO)cc1	-1	-15	0.0	1.8
N=C1C(c2nc3ccccc3c(=O)[nH]2)=C(O)CN1c1ccc([N+](=O)[O-])cc1	2	-9	0.3	-0.3
Cc1ccc2nc3c(cc(C#N)c(=O)n3-c3nccs3)c(=O)n2c1	0	-3	-0.1	0.2
COc1ccc2c(c1)CC(c1nc3ccc(-c4cn[nH]c4)cc3[nH]1)CO2 (centres undefined)	21	2	0.0	-1.6
C/C(=C/C(=O)C(F)(F)F)N1CCN(c2ccccc2F)CC1	0	4	0.1	-0.3
O=c1cc(CSc2nc3ccsc3c(=O)n2-c2ccc(F)cc2)c2ccc(O)cc2o1	19	7	0.1	0.4
CC(Nc1cc(N2CCN(C)CC2)ccc1[N+](=O)[O-])c1ccc(Br)cc1 (centres undefined)	14	-3	-0.2	0.2
Cc1cc(Cl)c(S(=O)(=O)NC2CCCCC2)cc1OCC(=O)Nc1nncs1	1	-1	0.0	-1.5
O=C1C2C3c4ccccc4C(c4ccccc43)C2C(=O)N1c1cccc2ncccc12 (centres undefined)	0	-1	0.0	0.8
O=C(Cc1ccc(Cl)cc1)c1ccc2c(c1)OCCO2	-9	21	0.0	-3.5
COC(=O)c1sc(NC(=O)c2cc(OC)cc(OC)c2)c(C#N)c1C	0	8	-0.1	-0.3
COc1ccc(CNC(=O)CCCc2nnc3n(C(C)C)c(=O)c4sccc4n23)cc1	0	-8	-0.1	3.2
CC(C)OC(=O)c1cc2c(OCC(O)CNC(C)(C)C)cccc2[nH]1 (centres undefined)	19	·	0.3	1.1
COCCNC(=O)c1cn(C[C@@H]2CCCN(C(=O)c3nc(C)c(C)nc3N)C2)nn1	12	2	-0.1	0.8
O=C(NCCCN1CCCC1=O)c1cc(-c2ccccc2)nc2ccccc12	6	16	0.1	-0.5
O=C1CSc2ccc(C(=O)O)cc2N1	-5	2	0.0	0.9
COc1ccc(NC(=O)CCNS(=O)(=O)c2cccc3nsnc23)cc1Cl	14	5	-0.1	-0.1
N#CC1=C(N)Oc2n[nH]c(-c3cccs3)c2C1c1cccnc1 (centres undefined)	-3	11	0.0	0.0

Whole records, quoted from the list. Order of screens: MITF inh | TEAD-YAP inh | FBW7 act | GPR151 activ
`N=C1C(c2nc3ccccc3c(=O)[nH]2)=C(O)CN1c1ccc([N+](=O)[O-])cc1` reads 2 | -9 | 0.3 | -0.3
`COc1ccc(/C=C2/SC(NC(C)=O)=NC2=O)c(OC)c1` reads 0 | -12 | -0.1 | 2.0
`CCCN(CCC)S(=O)(=O)c1ccc(C(=O)OC)cc1` reads 3 | 1 | 0.0 | 0.2

Other entries:
SMILES	MITF inh	TEAD-YAP inh	FBW7 act	GPR151 activ
Cn1c(SCc2ccc(Cl)cc2Cl)nc2ccccc21	14	-48	0.5	-1.8
CC1=CC(=O)C(Cl)C(C)(Cl)/C1=N\S(=O)(=O)c1ccccc1 (centres undefined)	8	-1	-0.1	-1.1
COc1cccc(OC)c1C(=O)N1CCN(Cc2ccccc2C)CC1	71*	1	0.3	-0.7
CC1=Nc2ccccc2NC(=O)C1Cc1ccccc1 (centres undefined)	2	6	-0.3	0.4
Cc1[nH]c(=O)[nH]c(=O)c1S(=O)(=O)N1CC=C(c2ccccc2)CC1	2	5	-0.1	-0.2
Cc1ccc2[nH]c(C)c(Br)c(=O)c2c1	-13	7	0.0	-0.8
O=C(O)CCCC(=O)Nc1nc2ccccc2s1	3	-6	0.0	-3.4
COc1cc(CNc2ncc(-c3ccccc3N(C)C)n3ccnc23)cc(OC)c1OC	-4	11	-0.2	0.7
O=C(O)CC1S/C(=N\N=C/c2ccccc2)N(c2ccc(O)cc2)C1=O (centres undefined)	6	7	-0.1	-1.1
O=C(NNC(=S)NCc1ccc(Cl)cc1)c1ccc(Br)o1	3	-13	0.4	1.7
O=C1N/C(=N\O)S/C1=C/c1cccc(Br)c1	5	-18	-0.1	-1.7
Cc1cc(NC(=O)/C=C/c2ccc(F)cc2)n(-c2nc3ccccc3[nH]2)n1	-7	-1	-0.1	0.2
Cc1ccc(Cn2c(=S)[nH]c3cc(Cl)ccc3c2=O)cc1	-8	4	0.0	0.5
CCOc1cc(C=O)c(Br)cc1OCC(=O)NCCc1ccccc1	5	-15	1.4	-0.9
c1ccc(CSC2=NCCS2)cc1	-2	-19	0.0	0.3
CCC(=O)OCCN1C(=O)c2ccc(Oc3cccc([N+](=O)[O-])c3)cc2C1=O	-4	7	-0.1	-0.5
CSc1nc2sccn2c(=O)c1C(=O)N1CCOCC1	4	3	0.1	0.9
Brc1ccc(OCc2nnc3n2CCCCC3)cc1	-3	5	-0.1	-1.2
CC(C(=O)NCCn1nc(-c2cccs2)oc1=O)c1n[nH]c(=O)c2ccccc12 (centres undefined)	-2	8	0.0	0.3
COc1cc(Cc2nccc3cc(OC)c(OC)cc23)c(NC(=O)c2ccc([N+](=O)[O-])cc2)cc1OC	1	-1	0.1	2.4
COc1cc(C)c(S(=O)(=O)n2nnc3ccccc32)cc1C	5	-3	-0.1	0.9
Cc1sc2c(c1C)c(=O)nc1scc(CC(=O)O)n12	21	7	0.2	1.0
Nc1n[nH]c(CC(=O)NC2(C(=O)Nc3ccccc3)CCCCC2)n1	-9	8	-0.1	0.5
Fc1cccc(NC(=S)NC2CCCC2)c1	12	-5	0.1	-0.2
CCSCCOC(=O)C1=C(C)NC2=C(C(=O)C(C(=O)OC)C(C)C2)C1c1ccc(OCc2ccccc2)c(OC)c1 (centres undefined)	-3	4	0.1	0.4
SMILES	MITF inh	TEAD-YAP inh	FBW7 act	GPR151 activ
COc1cc(C(=O)N(C)Cc2ccccc2)c([N+](=O)[O-])cc1OC	5	3	0.1	0.0
COc1ccc(OC)c(/C=N/N=C2\NC(=O)C(C)S2)c1 (centres undefined)	8	-7	0.3	-0.3
CCOC(=O)c1sc(NC(=O)c2nn3c(C(F)(F)F)cc(-c4ccco4)nc3c2Cl)c(C(=O)OCC)c1C	2	-9	-0.2	0.5
Cc1sc2ncn(CC(=O)NCc3ccccc3)c(=O)c2c1C	-1	7	-0.1	0.7
COc1ccc(-c2nnc(SCC(=O)NC(C)C)o2)cc1	11	-3	-0.1	-0.8
CC(Oc1ccc(F)cc1)C(=O)NCc1ccc2c(c1)OCO2 (centres undefined)	6	7	0.1	2.6
O=C(NC1CC1)c1ccc(-c2nccc(NCCO)n2)cc1	9	-1	0.1	2.1
O=C(Nc1cccc2c1CCCC2)N1c2ccccc2Sc2ccccc21	4	10	-0.1	3.0
CCC(C)c1ccc(S(=O)(=O)NC(C)(C)CC)cc1 (centres undefined)	0	-2	0.1	1.0
O=c1[nH]c2cc3c(cc2cc1CN(CCO)Cc1nnnn1Cc1ccco1)OCCO3	18	7	-0.1	-0.1
COc1ccc(OC)c(CN2CCN(S(C)(=O)=O)CC2)c1	60*	12	-0.2	-1.3
CCN(CC)CCNC(=O)CCn1c(=S)[nH]c2cc3c(cc2c1=O)OCO3	14	9	0.2	3.9
Cn1c(SCC(=O)NCc2ccccc2Cl)nnc1-c1c[nH]c2ccccc12	-8	-6	-0.2	-1.3
CCCSc1nnc2c(n1)OC(/C=C/c1cccs1)Nc1ccccc1-2 (centres undefined)	2	-74	-0.1	-1.0
Cc1cc(N2CCN(c3ccccc3)CC2)n2c(nc3ccccc32)c1C#N	-3	-7	-0.3	-0.5
Cc1ccc(CCNC(=O)CCCc2nnc3n4nc(C)nc4c4ccccc4n23)cc1	0	-4	0.0	-1.3
O=c1c2[nH]c3ccc(F)cc3c2ncn1CCN1CCN(Cc2ccccc2)CC1	-74	7	-0.2	-1.6
Cc1oc(-c2c(F)cccc2Cl)[n+]([O-])c1C	6	-5	0.0	-0.7
Cn1c(SCCC(=O)O)nc2ccccc21	-1	-16	0.0	0.1
COCCN(CCOC)S(=O)(=O)c1ccc(C(=O)Nc2sc3c(c2C(N)=O)CCCCC3)cc1	1	-12	0.0	-1.0
CCN(CC)S(=O)(=O)c1ccc(NC(=O)[C@@H]2CCCC[C@@H]2C(=O)O)cc1	18	8	0.0	-0.2
CN(C)c1ccc(/[N+]([O-])=C/c2cccc3nsnc23)cc1	24	-22	0.0	-0.1
O=C(NCc1nc2ccncc2[nH]1)c1ccc(O)cc1	25	-6	0.2	0.4
CC(=O)N1CCC(Cn2nc(-c3ccc(F)cc3)ccc2=O)CC1	13	12	0.4	0.1
CCOc1cc(C)nc(N2CCN(C3CCCCC3)CC2)n1	1	-13	-0.1	1.1
SMILES	MITF inh	TEAD-YAP inh	FBW7 act	GPR151 activ
COc1ccc(CCNS(=O)(=O)c2c(C)[nH]c(=O)[nH]c2=O)cc1OC	5	1	0.1	-0.2
CCCCN(CC)C(=O)CN1C(=O)c2ccccc2C1=O	6	-8	0.0	0.3
CCOC(=O)c1[nH]c(C)c(C(=O)Nc2cccc(CC)c2)c1C	4	-1	-0.1	0.0
CC(=O)c1sc(Nc2nc3cc4c(cc3s2)OCO4)nc1C	-9	-11	0.1	2.4
COc1ccc(C2CC(=O)C3=C(C2)Nc2ccccc2NC3c2cccc(F)c2)cc1 (centres undefined)	5	3	0.1	-1.7
Cc1nonc1NC(=O)c1sc2nc3ccc(C(C)C)cc3cc2c1N	22	-28	0.0	-0.3
COc1ccc(-c2cnn3c(N4CCN(c5ccccn5)CC4)ccnc23)cc1	3	1	0.2	-0.9

3 structures out of the list, sorted by number of heavy atoms, smallest number first.
SMILES	MITF inh	TEAD-YAP inh	FBW7 act	GPR151 activ
CCCCN(CC)C(=O)CN1C(=O)c2ccccc2C1=O	6	-8	0.0	0.3
CC(=O)c1sc(Nc2nc3cc4c(cc3s2)OCO4)nc1C	-9	-11	0.1	2.4
COc1ccc(C2CC(=O)C3=C(C2)Nc2ccccc2NC3c2cccc(F)c2)cc1 (centres undefined)	5	3	0.1	-1.7
